Tb MetRS inh: T. brucei MetRS inhibitors, primary screen, biochemical, luminescence | methionyl-tRNA synthetase (Trypanosoma brucei brucei) | purified T. brucei MetRS, ATP depletion, Kinase-Glo luminescence | inhibition, % at 11.9 µM | 360,000 compounds, 0.4% hits | AID 624268, 2012;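 active = inhibition above a per-plate cutoff of the control wells' mean inhibition plus 3 SD, cut at about 5.5% in these data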;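 note: 0% = DMSO wells median and 100% = median of wells with control inhibitor compound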
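Dosing: 11.9 µM single point; system: parasite MetRS enzyme; technique: luminescence of leftover ATP; times: 15 min enzyme-compound preincubation, 2 h reaction, 10 min detection, 25 °C; replicates: each compound tested once; read-out basis: percent inhibition relative to median high and low control wells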
PABP1 MLLE inh: inhibitors of PABP1 MLLE–PAM2 peptide binding, primary screen, biochemical, fluorescence polarization, FITC-PAM2, GST-MLLE; 360,000 compounds, 0.36% hits; inhibition, % at 20 µM; AID 588489, 2011; in the data active = inhibition above about 35%, passing the limit was not always enough;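 note: plate controls were DMSO wells with GST-MLLE for no effect and wells lacking GST-MLLE protein for full effect; some results filed as inactive read as strong as hits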
CSN inh: inhibitors of CSN-mediated cullin deneddylation, primary screen, biochemical, fluorescence polarization, uHTS | COP9 signalosome complex subunit 5 (Homo sapiens), Q92905 | Purified CSN, SCF-Nedd8-OG deneddylation | inhibition, % at 12.5 µM | 360,000 compounds, 0.38% hits | AID 651999, 2013;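 active = pattern-corrected inhibition above about 35%, with an unprinted fluorescence ratio check between 0.5 and 1.5, limit read from the data, passing the limit was not always enough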;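 note: 0% = enzyme with substrate and 100% = substrate without enzyme; some results filed as inactive read as strong as hits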
Target sequence (Q92905 whole entry, looked up, one chain of several): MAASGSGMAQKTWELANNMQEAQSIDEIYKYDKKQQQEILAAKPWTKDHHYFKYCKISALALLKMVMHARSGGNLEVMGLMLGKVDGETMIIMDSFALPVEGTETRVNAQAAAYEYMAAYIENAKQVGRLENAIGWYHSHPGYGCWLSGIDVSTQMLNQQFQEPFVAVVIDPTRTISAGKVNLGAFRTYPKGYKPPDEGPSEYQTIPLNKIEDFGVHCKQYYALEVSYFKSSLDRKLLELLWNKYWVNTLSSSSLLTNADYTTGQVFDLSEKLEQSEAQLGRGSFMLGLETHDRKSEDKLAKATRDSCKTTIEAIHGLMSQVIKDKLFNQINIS
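Assay system: Purified human Csn5 enzyme expressed in HEK293T cells | Amount: Enzyme 0.24 nM | Measured by: Fluorescence polarization readout | Medium: Tris/NaCl/DTT buffer, pH 7.5 | Compound dosing: One concentration, 12.5 µM, 0.25% DMSO | Times: 90 min incubation of compound, enzyme and substrate at room temperature | Control set: no-enzyme wells high, enzyme-with-substrate wells low | Read-out: % inhibition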
MsrA inhibitor: bovine MsrA enzyme inhibitors, primary screen, biochemical, absorbance, HTS; purified bovine MsrA, absorbance read-out; AID 651718, 2012; 360,000 compounds, 0.75% hits; inhibition, % at 15.5 µM; Methionine sulfoxide reductase A (Bos taurus); in the data active = inhibition above about 4.5%;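 note: 0% = vehicle wells with enzyme and 100% = reference inhibitor wells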
Neddylation inh: inhibitors of cullin neddylation, primary screen, biochemical, TR-FRET, uHTS, NAE and Ubc12; NEDD8-conjugating enzyme Ubc12 (Homo sapiens) + NEDD8-activating enzyme E1 regulatory …; calls only at 25 µM; 360,000 compounds, 0.58% hits; in the data active = inhibition above about 36%
Target sequence (P61081 whole entry, looked up): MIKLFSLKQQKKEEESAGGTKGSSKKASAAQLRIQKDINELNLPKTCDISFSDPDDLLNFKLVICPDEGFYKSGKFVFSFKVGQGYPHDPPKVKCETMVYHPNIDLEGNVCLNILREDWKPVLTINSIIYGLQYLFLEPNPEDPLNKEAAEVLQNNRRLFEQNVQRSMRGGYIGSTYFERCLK
Target sequence (Q13564 whole entry, looked up): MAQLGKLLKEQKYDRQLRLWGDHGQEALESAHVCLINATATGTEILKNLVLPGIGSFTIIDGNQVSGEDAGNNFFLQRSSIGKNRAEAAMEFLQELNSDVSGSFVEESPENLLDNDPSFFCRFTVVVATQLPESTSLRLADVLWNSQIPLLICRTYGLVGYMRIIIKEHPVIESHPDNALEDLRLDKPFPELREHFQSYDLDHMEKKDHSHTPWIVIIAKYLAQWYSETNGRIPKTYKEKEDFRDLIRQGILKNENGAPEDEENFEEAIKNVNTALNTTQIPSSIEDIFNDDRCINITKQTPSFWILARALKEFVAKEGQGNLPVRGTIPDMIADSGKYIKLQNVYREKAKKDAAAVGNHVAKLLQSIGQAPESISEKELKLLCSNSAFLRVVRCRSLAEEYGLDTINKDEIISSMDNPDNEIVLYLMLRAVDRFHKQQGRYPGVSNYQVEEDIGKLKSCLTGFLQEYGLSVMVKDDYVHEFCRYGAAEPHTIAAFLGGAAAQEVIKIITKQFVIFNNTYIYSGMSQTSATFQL
E coli Lon inh: inhibitors of E. coli Lon protease, primary screen, biochemical, fluorescence polarization; 360,000 compounds, 0.42% hits; inhibition, % at 7.94 µM; purified E. coli Lon protease; in the data active = inhibition above about 13%, passing the limit was not always enough;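 note: 0% = enzyme with probe and DMSO and 100% = no enzyme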
FAS-TE inh: FAS thioesterase domain inhibitors, primary screen, biochemical, fluorescence intensity, uHTS; Fatty acid synthase (Homo sapiens), P49327; recombinant FAS-TE, OMFH fluorogenic substrate, fluorescence endpoint; inhibition, % at 15 µM; 360,000 compounds, 0.67% hits; AID 602261, 2012;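 active = compounds whose normalised, plate-corrected inhibition of enzyme fluorescence in the single-dose primary screen is 50% or more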;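 note: 0% = DMSO with enzyme and 100% = substrate without enzyme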
Rin1 Abl inh: inhibitors of Rin1-Abl protein binding, primary screen, biochemical, TR-FRET; Tyrosine-protein kinase ABL1 (Homo sapiens) + Ras and Rab interactor 1 (Homo sapiens), …; inhibition, % at 7.35 µM; 360,000 compounds, 0.4% hits; AID 588664, 2011; in the data active = inhibition above about 5%, passing the limit was not always enough
bovine MsrA act: bovine MsrA enzyme activators, primary screen, biochemical, absorbance, HTS; purified bovine MsrA, absorbance read-out; AID 602163, 2012; 360,000 compounds, 0.3% hits; Methionine sulfoxide reductase A (Bos taurus); activation, % at 10.6 µM; in the data active = activation above about 7.5%;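 note: 0% = vehicle and 100% = reference activator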
The depositor's hits bear a star; i = inactive; x = no result given; & = joins results of further samples. This is a random part of the collection, and some 4% of all compounds hit somewhere here.

SMILES	Tb MetRS inh	PABP1 MLLE inh	CSN inh	MsrA inhibitor	Neddylation inh	E coli Lon inh	FAS-TE inh	Rin1 Abl inh	bovine MsrA act
O=C(C1CCCN(S(=O)(=O)c2ccccc2)C1)N1CCN(c2ccc(F)cc2)CC1 (stereo not drawn)	-0.6	17	3	-0.9	i	0	8	-2	-3
COCCCNC(=O)C[C@@H]1C[C@@]2(C(=O)OC)CCCCC=C2N(Cc2cccc3ccccc23)C1=O	-1.1	x	0	1.2	i	-4	-5	x	-3
O=C1N/C(=C/c2cccs2)C(=O)N1Cc1ccc(F)cc1	0.3	15	1	2.4	i	-8	-2	-2	-4
Cc1cc(NC(=O)CN2C(=O)/C(=C/c3ccc(C(C)C)cc3)SC2=S)no1	0.2	-43	-1	1.4	i	-15	-2	3	-5
CCc1ccc(-c2n[nH]c(=O)c3ccccc23)cc1	-1.1	13	0	0.6	i	3	-2	-3	-1
CC(=O)c1ccc(-c2ccc(/C=C(/Sc3n[nH]c(C)n3)C(=O)O)o2)cc1	-0.2	-124	21	2.0	i	-31	-6	-6	-6
O=CN1Cc2[nH]c3ccccc3c2N(c2ccc(Cl)cc2)C1=O	-0.9	4	3	-0.7	i	5	-10	-1	-4
Cc1cccc(NC(=O)c2ccc(C3SCC(=O)N3CCc3ccccc3)cc2)c1C (stereo not drawn)	-0.5	3	2	-1.1	i	-1	19	2	1
CC(=O)Nc1c(NC(=O)CC#N)[nH]c2c(c1=O)c(=O)n(C)c(=O)n2C	0.0	6	-3	1.1	i	-5	-7	4	-5
N#Cc1c(N)sc2c1CCCCCC2	1.2	33	-1	-1.0	i	-5	1	-2	1
CC1(C)Cc2cccc(OCC(=O)NCc3ccccc3F)c2O1	-0.1	11	4	-0.4	i	-10	1	3	-3
O=C(c1ccc(N2CCCC2=O)cc1)N1CCN(c2ccccc2O)CC1	-0.7	-7	1	-0.2	i	-2	2	1	-7
CC(C)Oc1cccc(C(=O)C2CCCN(C(=O)c3ccsc3)C2)c1 (stereo not drawn)	-0.9	0	-1	-0.6	i	6	-7	1	-5
Cc1ccc(NC(=O)CNc2ccc(Cl)cc2F)cc1	0.5	-1	-8	0.2	i	-4	2	3	-3
CCNS(=O)(=O)c1ccc(NC(=O)c2ccc(Cn3cc(Br)cn3)o2)cc1	-0.4	16	-5	-0.5	i	-1	-8	-2	-3
O=C(Nc1ccc(NC(=O)c2ccccc2O)cc1)Nc1ccc(F)cc1F	-0.2	-7	2	1.1	x	-8	-2	-1	-2
COc1ccccc1C(=O)Nc1cccc(SC)c1	-0.3	7	-2	2.3	i	0	3	3	-1
O=C(CSc1cccc[n+]1[O-])C12CC3CC(CC(C3)C1)C2	0.1	26	7	0.1	i	-2	9	-2	-4
COc1ccc(-c2nnc(SC)n2C)cc1	-0.7	-2	3	-0.8	i	4	-9	1	-3
CC(=O)N1c2ccc(S(=O)(=O)N3CCCCC3)cc2CC1C(=O)NCc1cccc(Cl)c1 (stereo not drawn)	-0.9	-3	2	-0.1	i	11	8	0	-10
CCOC(=O)C1CCN(c2c(NCCCN(CC)Cc3ccccc3)c(=O)c2=O)CC1	0.0	3	-1	-1.2	i	0	-9	0	-1
Cc1cc(=O)oc2cc(OCC(O)CN3CCN(c4ccccc4)CC3)ccc12 (stereo not drawn)	-2.3	-1	2	1.7	i	1	2	0	-12
CCOC(=O)C1=C(C)NC(=O)NC1c1ccc(OC)c(Cl)c1 (stereo not drawn)	-0.6	-2	4	x	i	2	1	1	-2
Cc1ccc(Cc2nc3ccccc3[nH]2)cc1	3.0	-9	4	-1.0	i	3	-1	3	-2
Cc1ccc(NC(=O)NCc2ccccn2)c(C)c1	-0.2	1	0	-0.7	i	2	-1	1	-4
Cc1ccc(O)c(Sc2cc(C)ccc2O)c1	-1.1	6	1	-0.3	i	-1	45	1	-9
CC(=O)Nc1ccc(C(=O)CSc2nnc(C)o2)cc1	-1.6	-1	-2	-0.1	i	-1	-6	-2	-7
CCn1cc(/C=C(\NC(=O)c2ccc(OC)cc2)C(=O)NCCCn2ccnc2)c2ccccc21	0.0	0	0	3.5	i	-7	-6	-2	-3
O=C(O)c1ccccc1Nc1cc(Cl)c2nonc2c1[N+](=O)[O-]	0.3	42*	5	3.8	i	1	29	0	-6
Cc1ccc(NC(=O)C(C)N=C2NS(=O)(=O)c3ccccc32)cc1F (stereo not drawn)	0.7	-1	-1	1.1	i	1	4	-4	-3
Cc1c(Cl)cccc1NC(=O)c1cc(C2CC2)on1	-0.3	-3	-2	1.9	i	-4	10	1	1
Cc1cccc(C)c1N1CCN(c2n[nH]c(N)n2)CC1	-0.5	-3	-2	-0.5	i	-12	1	0	-2
CN(C)C=Nc1nonc1-c1ccc(Cl)cc1	-0.7	-13	-1	-0.2	i	7	10	-2	-3
CCOC(=O)c1c(C)[nH]c(C)c1S(=O)(=O)NCC1CCN(Cc2ccccc2F)CC1	-0.3	-2	2	0.4	i	0	-4	1	-4
CN1C=CC(=O)[C@@H](O)[C@H]1c1ccccc1Br	0.4	7	3	1.2	i	-6	-5	-3	-5
NC(=NCc1ccco1)NC(=O)c1ccccc1	-0.5	6	-3	0.1	i	2	-5	2	-3
Cc1cccc(NS(=O)(=O)c2cccc(C(=O)N3CC(C)OC(C)C3)c2)c1 (stereo not drawn)	-0.4	13	-2	-1.9	i	1	-5	-5	-1
O=C(NCc1ccccc1)c1ccc(S(=O)(=O)N2CCCCCC2)cc1	0.2	-32	2	-0.1	i	0	5	0	-1
Cc1noc(C)c1C(=O)OCC(=O)N(C)C1(C#N)CCCCC1	-0.1	0	-4	0.9	i	-8	-7	1	1
O=S(=O)(/N=C(/c1ccccc1)N1CCOCC1)c1ccc(F)cc1	-1.4	10	1	-0.7	i	5	-3	4	-12
CC(=O)N1c2ccccc2C2(O)N=C(C)SC12 (stereo not drawn)	-0.3	18	-5	x	i	-1	-6	0	3
Cc1ccccc1CNC(=O)c1csc([C@@H]2C[C@H](O)[C@@H](CO)O2)n1	-0.3	11	-6	-1.1	i	-5	-8	0	-10
CN(CC(=O)Nc1ccccc1Cl)C(=O)COC(=O)/C=C/c1ccc(C(F)(F)F)cc1	-0.4	-61	1	-0.4	i	3	4	4	-2
O=C(Nc1nnc(-c2ccc(F)cc2)s1)c1ccco1	0.0	6	2	1.6	i	-3	-5	0	-4
COc1ccc(-c2nnc(NC(=O)c3ccc(S(=O)(=O)N4COCC4(C)C)cc3)o2)cc1	0.6	16	4	2.5	i	9	8	0	-2

Single records, from the list above:
Listed for O=C(Nc1nnc(-c2ccc(F)cc2)s1)c1ccco1 : Tb MetRS inh: 0.0; PABP1 MLLE inh: 6; CSN inh: 2; MsrA inhibitor: 1.6; Neddylation inh: i; E coli Lon inh: -3; FAS-TE inh: -5; Rin1 Abl inh: 0; bovine MsrA act: -4
Listed for COc1ccc(-c2nnc(NC(=O)c3ccc(S(=O)(=O)N4COCC4(C)C)cc3)o2)cc1 : Tb MetRS inh: 0.6; PABP1 MLLE inh: 16; CSN inh: 4; MsrA inhibitor: 2.5; Neddylation inh: i; E coli Lon inh: 9; FAS-TE inh: 8; Rin1 Abl inh: 0; bovine MsrA act: -2

Other records:
SMILES	Tb MetRS inh	PABP1 MLLE inh	CSN inh	MsrA inhibitor	Neddylation inh	E coli Lon inh	FAS-TE inh	Rin1 Abl inh	bovine MsrA act
O=C(NC(=S)NCCN1CCOCC1)c1cccc(Cl)c1	-0.3	27	1	-0.6	i	5	-10	-4	-1
Cn1c(Cl)nc2ccccc21	-1.7	5	-1	-0.4	i	-10	-8	-1	-13
Cn1cccc1/C=C(\C#N)c1ccccc1	-0.3	-13	-3	3.8	i	-4	6	3	-4
CCN(C(=O)CSc1nc2ccccc2c(=O)n1CCOC)C1CCS(=O)(=O)C1 (stereo not drawn)	-0.5	9	0	0.5	i	-6	-2	1	-7
Cc1cc(NC(=O)CCC(=O)N(c2ccccc2)C(C(=O)NC2CCCC2)c2ccncc2)no1 (stereo not drawn)	0.2	4	4	-1.5	i	1	-5	-1	-2
COC(=O)CCCC1=CC2=C(c3ccccc3)C(=O)C(C)(OC(=O)C3CCCC3)C(=O)C2=CN1C1CCCCC1 (stereo not drawn)	-0.1	7	-3	2.0	i	6	12	1	-3
CC(C)C[C@H]1CN(CCCC[C@@H]2CNC(=O)C(=O)N2CCc2ccccc2)C(=O)C(=O)N1Cc1ccccc1	-1.0	x	2	0.6	i	-5	-6	x	19*
C=C(C)COc1ccc(-c2ncncc2-c2ccc(Cl)cc2)c(O)c1	-0.5	-4	2	1.8	i	21	32	1	-6
O=C(N/N=C/c1c(Cl)cccc1Cl)c1ccc(-n2cnnn2)cc1	0.3	5	-6	0.0	i	6	-3	2	-3
COc1ccc(OC)c(NC(=O)C2CCN(S(=O)(=O)c3c(C)noc3C)CC2)c1	-0.3	-10	-1	0.8	i	-5	-6	3	-12
COc1cc2nc(CC(C)C)n(NC(=O)c3ccccc3Br)c(=O)c2cc1OC	-1.1	11	8	-1.1	i	1	1	-1	-2
O=C1CC(Sc2ncccn2)C(=O)N1c1ccccc1C(F)(F)F (stereo not drawn)	-0.3	25	-3	0.2	i	-8	3	-1	1
Cc1cccn2c(=O)c3cc(C(=O)N4c5ccccc5CC4C)n(C)c3nc12 (stereo not drawn)	-0.2	19	-2	0.7	x	6	2	-1	2
O=C(CSCCO)Nc1cccc2ccccc12	0.3	15	6	0.4	i	-5	-8	-5	0
N#CCc1ccc(Oc2ncccn2)cc1	-0.7	-9	-6	-1.7	i	-7	-7	-2	-3
Cc1c(OCc2ccc(C(=O)O)cc2)ccc2c(-c3ccccc3)cc(=O)oc12	-0.3	14	6	1.3	i	-1	4	-1	-7
Cc1ccc(C)c(OCCC(=O)OCC(=O)NC2CCS(=O)(=O)C2)c1 (stereo not drawn)	-0.3	6	5	0.1	i	-5	-9	4	-3
Cc1nccn1CC1CCc2c(c3ccccc3n2C)C1=O (stereo not drawn)	-0.4&-0.1	8&7	-3&0	0.7&1.7	i	4&-2	-6&-4	1&1	-2&-1
O=C(Nc1ccon1)c1ccc(Br)o1	-1.1	-9	1	x	i	-9	-5	3	-3
COc1cccc(CN(C(=O)/C=C/c2ccco2)C2CCS(=O)(=O)C2)c1 (stereo not drawn)	-0.3	-2	-1	2.6	i	-4	1	-4	-1
COc1ccc(-n2c(NCCN(C)C)nc3sc4c(c3c2=O)CCCCC4)cc1	-0.5	11	0	2.2	i	0	-5	1	0
COCCNC(=O)c1cc2c(-c3ccccc3F)nn(C)c2s1	0.4	-5	-2	-0.3	x	-2	-3	0	-2
CCC(C)(C)n1nnnc1C(c1ccc2ncccc2c1)N1CCN(c2ccc(O)cc2)CC1 (stereo not drawn)	-0.4	-1	-4	0.5	i	-10	-3	-2	-3

Compound activity from PubChem.
